Bioassay records deposited in PubChem BioAssay by PCMD.
eIF2B yeast act – eIF2B (yeast) activity modulation; S. cerevisiae eIF2B-epsilon R284H, GCN4-lacZ luminescence; inhibition, % at 25 µM (by protocol); 27,000 compounds, 0.91% hits;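 active means mutant luminescence inhibited past about 50% while wild type luminescence and mutant growth stay under set limits, limit read from the data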; further: some compounds called inactive have numbers as strong as hits
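material = yeast eIF2B-epsilon R284H mutant carrying GCN4–beta-galactosidase fusion | schedule = 16 h growth with compound at 30 °C, 90 min Beta-Glo step | measured by = luminescence and A595 | compound dosing = one concentration, 25 µM, 0.25% DMSO | read-out basis = % inhibition of reporter signal and growth versus controls | buffer or medium = YPD medium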
Yeast growth tox – Compounds toxic to wild-type S. cerevisiae growth | A595 turbidity, 16 h | growth inhibition, % at 25 µM (by protocol) | 30,000 compounds, 0.3% hits | AID 685;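 active means mutant and wild-type yeast strains alike exhibit over 30% growth inhibition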;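 further: 0% = untreated cell controls and 100% = YPD media blanks without cells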
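System – wild-type and eIF2Bepsilon-R284H mutant S. cerevisiae, screened separately · Measured by – absorbance at 595 nm (turbidity) · Timing – 16 h compound exposure during growth at 30 °C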
Yeast growth tox inhibition % – also measured in Yeast growth tox; calls as there; growth inhibition, %; S. cerevisiae eIF2Bepsilon-R284H mutant growth, A595 turbidity, 16 h;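 each compound tested once at 25 µM; 0% equals untreated cells and 100% equals cell-free medium blanks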
eIF2B yeast act mutant toxicity – recorded beside eIF2B yeast act, whose call it bears; growth inhibition, %; measured here: mutant yeast growth, toxicity;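 each compound tested once at 25 µM; zero equals untreated control growth and 100 equals blank medium absorbance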
The depositor's hits bear a star; · = no result given. An excerpt (hit frequency here may not be typical).

SMILES | eIF2B yeast act | eIF2B yeast act mutant toxicity | Yeast growth tox | Yeast growth tox inhibition %
CC(=O)c1cn(CC(=O)NCc2ccc3c(c2)OCO3)c2ccccc12 | -9 | · | · | ·
CCC(C)(c1ccc(C(=O)OC)s1)c1ccc(C(=O)OC)s1 | -29 | 23 | -8 | 23
CC(=O)Nc1ccc(S(=O)(=O)N2CCN(Cc3cccnc3)CC2)cc1 | · | · | 3 | 23
CCC(C(=O)N1CCOCC1)n1c(C(=O)OC)cc2occc21 (configuration not stated) | 16 | 3 | 7 | 3
COc1ccc(C(=O)N2CCN(C(=O)c3ccco3)CC2)cc1 | -4 | · | -10 | 0
COc1ccccc1-n1cnc2cc(NS(=O)(=O)c3ccc(Br)cc3)ccc21 | 28 | 14 | 8 | 14
CC1CCN(C(=O)CN2C(=O)c3ccccc3S2(=O)=O)CC1 | 26 | 5 | 18 | 5
COc1ccc(S(=O)(=O)N2CCC(C(=O)N3CCc4ccccc4C3)CC2)cc1Cl | 22 | 6 | 14 | 6
O=S(=O)(Nc1ccc2c(c1)OCCO2)c1cnc[nH]1 | 21 | 31 | 8 | 31
O=C(COc1ccccc1O)N1CCN(C(=O)c2ccco2)CC1 | 13 | 7 | 16 | 7
COC(=O)C(C)Sc1nnc(-c2ccncc2)o1 (configuration not stated) | · | · | 1 | -13
Nc1nc(SCC(=O)NCCC(c2ccccc2)c2ccccc2)n[nH]1 | -6 | -19 | -1 | -19
CCC(=O)N1c2ccc(S(=O)(=O)CCC(=O)NC3CCCC3)cc2CC1C (configuration not stated) | -22 | 13 | -1 | 13
O=C1CC(N2CCN(c3ccc(F)cc3)CC2)C(=O)N1Cc1cccs1 (configuration not stated) | 5 | -14 | 2 | -14
COC(=O)c1cc(NC(=O)CSc2nncn2C)cc(C(=O)OC)c1 | · | · | 3 | 10
O=C1c2oc3ccc(F)cc3c(=O)c2C(c2ccccc2)N1CC1CCCO1 (configuration not stated) | 1 | 4 | -1 | 4
CCc1c(C)nc2ncnn2c1N1CCCC(C(=O)Nc2ccc(NC(C)=O)cc2)C1 (configuration not stated) | -17 | -5 | 8 | -5
O=C(Cn1cnc2c(nnn2Cc2ccc(F)cc2)c1=O)N1CCCCC1 | -60 | · | · | ·
O=C(CCCn1c(=S)[nH]c2cc3c(cc2c1=O)OCO3)N1CCN(c2ccccc2F)CC1 | 11 | · | 16 | 0
COC(=O)c1sc(NC(=O)CSc2nncs2)c(C(=O)OC)c1C | -36 | 5 | -3 | 5
Cc1cc(C)n(CC(O)Cn2c3ccccc3c3ccccc32)c(=O)n1 (configuration not stated) | 24 | 10 | 7 | 10
O=C(NCc1cccs1)c1noc2c1CCCC2 | 9 | 8 | 7 | 8
Cc1c(NS(=O)(=O)c2ccccc2)c(=O)n(-c2ccccc2)n1C | · | · | 10 | 8
CN(C)CCCN1C(=O)C(O)=C(C(=O)c2cccs2)C1c1ccccn1 (configuration not stated) | 44 | 21 | 2 | 21
CCCc1cc(=O)n2[nH]c(NCc3ccc(Cl)cc3Cl)nc2n1 | 17 | 26 | 7 | 26

The results go on:
SMILES | eIF2B yeast act | eIF2B yeast act mutant toxicity | Yeast growth tox | Yeast growth tox inhibition %
CC1(C(=O)O)COC(c2ccc([N+](=O)[O-])cc2)OC1 (configuration not stated) | 14 | 14 | 16 | 14
CCCC(=O)N(Cc1cc2cc(C)ccc2[nH]c1=O)c1ccccc1OC | 15 | -4 | 29 | -4
COc1ccc(NC(=O)c2ccc3c(=O)n(Cc4ccco4)c(=S)[nH]c3c2)c(OC)c1 | 6 | · | -2 | 0
CCC(=O)N1CCN(c2ccccc2NC(=O)c2ccc(OC)c(Cl)c2)CC1 | 16 | 18 | 42 | 18
COc1ccccc1CCNC(=O)c1cnccn1 | · | · | 13 | 16
c1ccc(-c2csc3ncn4cnnc4c23)cc1 | 22 | · | · | ·
Cc1ccc(-c2csc(C(C#N)=C3CCCC3)n2)cc1 | -77 | -24 | -5 | -24
c1ccc(-c2noc(-c3cccnc3)n2)nc1 | 58 | 10 | 5 | 10
COc1cccc(C2C(C(=O)c3cccs3)=C(O)C(=O)N2CCN(C)C)c1OC (configuration not stated) | -40 | -4 | 4 | -4
CCC(=O)Oc1oc(-c2ccccc2)nc1C=Nc1ccccc1OC | 7 | -14 | -4 | -14
CCCCOC(=O)CSC1=C(C#N)C(c2ccc3c(c2)OCO3)CC(=O)N1 (configuration not stated) | 24 | 24 | -1 | 24
N#Cc1nc(-c2ccc(OCc3ccccc3)cc2)oc1NCc1ccco1 | 23 | -4 | -6 | -4
Cc1cccn2c(=O)c(/C=C3\SC(=S)N(CC(C)C)C3=O)c(NCCCOC(C)C)nc12 | -8 | -5 | -23 | -5
O=P(O)(CP(=O)(c1ccccc1)c1ccccc1)c1ccccc1 | -14 | 4 | -6 | 4
O=S(=O)(c1ccc2ccccc2c1)N1C=CC(C(F)(F)F)=NCC1 | 22 | 22 | 15 | 22
CC(/C=N/n1cnnc1)=C\c1ccccc1 | 18 | -6 | 8 | -6
Cn1cc(Cl)c(C(=O)OCC(=O)Nc2nc(-c3ccc(Br)cc3)cs2)n1 | 17 | 4 | 29 | 4
COc1ccc(OCC(=O)O/N=C(\N)Cc2ccc(Cl)cc2Cl)cc1 | · | · | 9 | 26
CC(=O)c1cccc(NC(=O)N2CCCc3ccccc32)c1 | 7 | · | · | ·
CCC(=O)N1CCN(c2ccccc2NC(=O)c2cccc(C)c2)CC1 | -18 | 12 | -4 | 12
CC(=O)NCCSC(=O)c1ccc(F)cc1 | 25 | 16 | 9 | 16
CC(=O)c1ncnn1CC(=O)c1ccc(Cl)cc1Cl | -17 | 30 | -17 | 30
O=C(c1cccc(-n2cnnn2)c1)N1CCOCC1 | 39 | 10 | -1 | 10
CCn1nnc(-c2ccccc2NC(=O)c2cnccn2)n1 | -7 | -19 | -5 | -19
CCOC(=O)c1sc2ccc(S(=O)(=O)N3CCCCC3)cc2c1N | 17 | 26 | 0 | 26

A second format for some results above.
canonical_smiles	eIF2B yeast act	eIF2B yeast act mutant toxicity	Yeast growth tox	Yeast growth tox inhibition %
COc1ccccc1CCNC(=O)c1cnccn1	·	·	13	16
c1ccc(-c2csc3ncn4cnnc4c23)cc1	22	·	·	·
Cc1ccc(-c2csc(C(C#N)=C3CCCC3)n2)cc1	-77	-24	-5	-24
c1ccc(-c2noc(-c3cccnc3)n2)nc1	58	10	5	10
COc1cccc(C2C(C(=O)c3cccs3)=C(O)C(=O)N2CCN(C)C)c1OC (configuration not stated)	-40	-4	4	-4
CCC(=O)Oc1oc(-c2ccccc2)nc1C=Nc1ccccc1OC	7	-14	-4	-14
CCCCOC(=O)CSC1=C(C#N)C(c2ccc3c(c2)OCO3)CC(=O)N1 (configuration not stated)	24	24	-1	24
N#Cc1nc(-c2ccc(OCc3ccccc3)cc2)oc1NCc1ccco1	23	-4	-6	-4
Cc1cccn2c(=O)c(/C=C3\SC(=S)N(CC(C)C)C3=O)c(NCCCOC(C)C)nc12	-8	-5	-23	-5
O=P(O)(CP(=O)(c1ccccc1)c1ccccc1)c1ccccc1	-14	4	-6	4
O=S(=O)(c1ccc2ccccc2c1)N1C=CC(C(F)(F)F)=NCC1	22	22	15	22
CC(/C=N/n1cnnc1)=C\c1ccccc1	18	-6	8	-6
Cn1cc(Cl)c(C(=O)OCC(=O)Nc2nc(-c3ccc(Br)cc3)cs2)n1	17	4	29	4
COc1ccc(OCC(=O)O/N=C(\N)Cc2ccc(Cl)cc2Cl)cc1	·	·	9	26
CC(=O)c1cccc(NC(=O)N2CCCc3ccccc32)c1	7	·	·	·
CCC(=O)N1CCN(c2ccccc2NC(=O)c2cccc(C)c2)CC1	-18	12	-4	12
CC(=O)NCCSC(=O)c1ccc(F)cc1	25	16	9	16
CC(=O)c1ncnn1CC(=O)c1ccc(Cl)cc1Cl	-17	30	-17	30
O=C(c1cccc(-n2cnnn2)c1)N1CCOCC1	39	10	-1	10
CCn1nnc(-c2ccccc2NC(=O)c2cnccn2)n1	-7	-19	-5	-19
CCOC(=O)c1sc2ccc(S(=O)(=O)N3CCCCC3)cc2c1N	17	26	0	26

Continued.
SMILES | eIF2B yeast act | eIF2B yeast act mutant toxicity | Yeast growth tox | Yeast growth tox inhibition %
O=C(Nc1ccc(F)cc1F)c1noc2c1CCC2 | -12 | 4 | 13 | 4
Cc1cc(N2CCC(C(=O)NC3CC3)CC2)nc(-c2ccccc2)n1 | 25 | -24 | 10 | -24
CC(C)C(=O)Nc1cccc(-c2nc3ccccc3o2)c1 | -7 | · | · | ·
Cc1cc(C)nc(Nc2n[nH]c(COc3cccc4ccccc34)n2)n1 | 25 | -5 | -23 | -5
Clc1ccc(OCCN2CCOCC2)cc1Cl | 16 | 8 | 2 | 8
COc1ccc(NC(=O)CN2CCN(CC(=O)Nc3ccccc3F)CC2)c(OC)c1 | -14 | 23 | 14 | 23
CCn1nnc(NC(=O)c2cccnc2)n1 | · | · | 21 | -7
Cc1cc(/C=N/NC(=O)CC2(C)OCCO2)c(C)n1-c1ccc(Cl)c(Cl)c1 | -15 | · | · | ·
O=C(COC(=O)c1ccc(Br)o1)NCc1ccco1 | · | · | -3 | 7
O=C(C1CCCN1C(=O)c1cccs1)N1CCN(Cc2ccc3c(c2)OCO3)CC1 (configuration not stated) | 25 | -9 | 4 | -9
CC1=C(C(=O)Nc2ccccc2C)C(c2ccc(C)o2)n2c(s/c(=C/c3ccccc3)c2=O)=N1 (configuration not stated) | 24 | 12 | -7 | 12
O=C(NCc1ccco1)C(c1ccc(F)cc1)N(CC1CCCO1)C(=O)Cn1nnc2ccccc21 (configuration not stated) | 15 | 3 | 12 | 3
CC(Sc1nc2ccccc2[nH]1)C(=O)O (configuration not stated) | · | · | 11 | 15
CCSC1=C(C#N)C(c2ccc3c(c2)OCO3)C2=C(CCCC2=O)N1 (configuration not stated) | 10 | 19 | 3 | 19
CCC1(C)Cc2c(sc3nc4n(c(=O)c23)CCS4)CO1 (configuration not stated) | -1 | 9 | -4 | 9
O=C(CSc1nnc(C2CC2)n1Cc1ccccc1)c1cc2ccccc2o1 | 12 | · | -5 | 0
CC(C)(C)c1ccc(S(=O)(=O)N2CCCC2C(=O)NC2=NCCS2)cc1 (configuration not stated) | 20 | -18 | -5 | -18
CCOC(=O)CSc1nnc(-c2ccccc2NC(=O)c2ccccc2)o1 | -19 | -48 | -5 | -48
CC(=O)N1N=C(c2ccncc2)OC12CCCCC2 | 9 | -34 | -4 | -34
O=C(Cn1cnc2ccccc21)OCC(=O)N1CCc2ccccc2C1 | 18 | -7 | 13 | -7
Cc1cnc(NC(=O)CSc2nc3ccccc3s2)s1 | -20 | 7 | 20 | 7
CCc1nccn1S(=O)(=O)c1cc(C)c(OC)cc1C | · | · | -5 | 6
CC(=O)c1c(N=CN(C)C)nc(C)nc1-c1ccccc1 | · | · | 2 | 6
COC(=O)c1ccc(CSc2nnc3sc4ccccc4n23)o1 | 2 | · | 20 | 0
Cc1ccccc1OCc1nc2ccccc2c(=O)n1N | 5 | 15 | -5 | 15

Other entries
SMILES | eIF2B yeast act | eIF2B yeast act mutant toxicity | Yeast growth tox | Yeast growth tox inhibition %
CCCn1nc(CC(=O)OCC)c2ccccc2c1=O | 4 | · | -6 | 0
COC(=O)c1c(C)nc(C)c2c(=O)oc3ccccc3c12 | -2 | 8 | -20 | 8
Cc1c(Cl)cccc1NC(=O)CC(NCCN1CCOCC1)C(=O)O (configuration not stated) | 19 | -18 | 1 | -18
Cc1noc(C)c1COc1ccc(C(=O)OCC(=O)N2CC(=O)Nc3ccccc32)cc1 | · | · | 6 | 11
Cc1c(C(=O)OCC(C)C)[nH]c2c1C(=O)CC(c1cccs1)C2 (configuration not stated) | · | · | -2 | -8
COc1ccc2[nH]c(=O)c(CN(C3CCCCC3)C(c3nnnn3Cc3ccco3)C(C)C)cc2c1 (configuration not stated) | 19 | -4 | 7 | -4
O=C(NC1CCCCC1)NC1CCN(S(=O)(=O)c2ccc3c(c2)OCCO3)CC1 | 11 | -14 | 11 | -14
CCCCOCCCNC(=O)C1CCCCC1 | 14 | · | 9 | 0
CCOc1ccc(C(CC(=O)O)NC(=O)C23CC4CC(CC(C4)C2)C3)cc1 (configuration not stated) | 26 | 6 | -6 | 6
Cc1ccc(Cl)cc1NC(=O)CCC(=O)Nc1cc(Cl)ccc1C | 13 | -17 | 14 | -17
